V1aR counter – activates human V1a receptor in oxytocin agonist counter-screen. activation, % at 3 µM. 320,000 compounds, 0.25% hits. CHO-V1R cells, Fluo-8 calcium fluorescence, agonist mode; 0% DMSO, 100% 3 nM vasopressin;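 active means activation above the mean activation of all tested compounds plus 3 SD, per screening run, cut at about 20% in these data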;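 further: signal is peak over basal fluorescence ratio across a 100 second FLIPR read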
Target sequence (P37288 whole entry, looked up): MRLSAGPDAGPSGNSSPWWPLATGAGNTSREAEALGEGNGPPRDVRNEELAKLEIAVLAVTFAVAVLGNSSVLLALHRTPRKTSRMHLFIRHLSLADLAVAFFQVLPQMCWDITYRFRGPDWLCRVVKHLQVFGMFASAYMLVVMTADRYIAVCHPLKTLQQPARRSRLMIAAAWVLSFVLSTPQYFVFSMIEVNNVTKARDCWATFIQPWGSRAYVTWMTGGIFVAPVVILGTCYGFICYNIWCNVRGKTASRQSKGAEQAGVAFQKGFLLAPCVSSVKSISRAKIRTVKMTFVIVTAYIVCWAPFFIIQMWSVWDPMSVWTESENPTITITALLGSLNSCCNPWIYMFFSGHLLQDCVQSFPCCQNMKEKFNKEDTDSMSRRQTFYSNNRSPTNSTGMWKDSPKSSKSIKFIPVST
CHRM1 agonist – human M1 muscarinic receptor agonism | 360,000 compounds, 0.33% hits | CHO-K1 hM1, Fluo-8 calcium fluorescence, agonist mode; 0% DMSO, 100% acetylcholine EC100 | activation, % at 3 µM | P11229;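 active means activation above the run's mean compound activation plus 3 SD, cut at about 16% in these data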;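 further: peak over basal fluorescence ratio within a 140 s kinetic read after compound addition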
Target sequence (P11229 whole entry, looked up): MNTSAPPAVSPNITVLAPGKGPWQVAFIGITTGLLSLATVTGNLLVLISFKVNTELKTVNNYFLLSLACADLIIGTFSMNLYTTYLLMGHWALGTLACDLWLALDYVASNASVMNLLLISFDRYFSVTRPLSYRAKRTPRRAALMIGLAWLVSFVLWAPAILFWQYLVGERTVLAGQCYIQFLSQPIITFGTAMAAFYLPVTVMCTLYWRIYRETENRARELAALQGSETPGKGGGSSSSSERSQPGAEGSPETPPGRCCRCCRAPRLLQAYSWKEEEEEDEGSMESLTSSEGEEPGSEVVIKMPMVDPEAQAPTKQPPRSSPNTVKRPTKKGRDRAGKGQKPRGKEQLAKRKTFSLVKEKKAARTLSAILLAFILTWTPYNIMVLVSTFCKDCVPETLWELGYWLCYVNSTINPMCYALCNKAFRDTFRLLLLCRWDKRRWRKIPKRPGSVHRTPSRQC
OXTR potentiate – potentiators of human oxytocin receptor; CHO-OTR cells, Fluo-8 calcium fluorescence, potentiator mode; 0% = oxytocin EC15, 100% = EC100; P30559; 320,000 compounds, 0.061% hits; AID 2445; activation, % at 3 µM;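 active means activation above that plate's cutoff, the mean activation of tested compounds plus 3 SD, cut at about 6.6% in these data, passing the limit was not always enough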;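 further: 100% uses oxytocin at 75 nM as the full agonist control; some results filed as inactive read as strong as hits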
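Assay system: CHO-OTR cells, human receptor / Also added: oxytocin at about EC15, sub-maximal agonist stimulus / Dosing: single dose, 3.0 µM nominal final compound concentration / Incubation: 6 min pre-incubation, 100 s read / Technique: Fluo-8 calcium dye fluorescence / Read-out: % activation vs EC15 and EC100 oxytocin / Benchmarks: EC15 oxytocin low, 75 nM oxytocin high / Replicates: singlicate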
TAAR1 ag – agonists of human TAAR1. CHO RD-HGA16 TAAR1, Fluo-8 calcium fluorescence; vehicle wells 0%, saturating PEA agonist 100%. activation, % at 3 µM. 360,000 compounds, 0.99% hits;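 active means activation above the mean activation of all test compounds in the run plus 3 SD, cut at about 38% in these data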
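System: CHO-derived RD-HGA16 cells with stable Gα16 and human TAAR1. Times: 17-24 h plating, Fluo-8 75 min 37 °C, 30 min RT. Measured by: calcium-sensitive Fluo-8 signal, excitation 470-495, emission 515-575 nm. Read-out basis: % activation relative to PEA EC100 response. Control set: DMSO and PEA EC100. Repeats: no replicates (n 1).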
OXTR agonist – activates the human oxytocin receptor | P30559 | CHO-OTR cells, Fluo-8 calcium fluorescence; normalized: DMSO 0%, oxytocin 100% | activation, % at 3 µM | 320,000 compounds, 0.32% hits | AID 2435;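 active means activation above the mean of all tested compounds plus 3 SD, cutoff set per screening run, cut at about 20% in these data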;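 further: peak over basal fluorescence ratio from a 100 s FLIPR kinetic read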
M1 PAM – positive allosteric modulators of human M1 muscarinic receptor. activation, % at 3 µM. CHO-K1 hM1, Fluo-8 calcium fluorescence, ACh EC20; 0% = ACh EC20, 100% = maximal ACh. AID 588819. 360,000 compounds, 0.088% hits. P11229; in the data active means activation above about 19%, passing the limit was not always enough
CHO parental Ca – counter-screen for OX1R antagonists: effect in parental CHO cells. AID 463079. parental CHO-K1, ATP-induced calcium, Fluo-8 fluorescence. 330,000 compounds, 0.63% hits. inhibition, % at 5.6 µM;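 active means inhibition above that plate's mean sample inhibition plus 3 SD, cut at about 26% in these data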;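 further: 0% = ATP-challenged DMSO wells and 100% = DMSO wells without ATP; some compounds past the cut are filed as inactive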
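Test system: untransfected parental CHO cell line. Compound: one dose, 5.6 µM nominal. Detection: intracellular calcium via Fluo-8 no-wash fluorescent dye. Measure: % inhibition. Benchmarks: ATP-challenged DMSO wells low, unchallenged DMSO wells high.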
TAAR1 antagonist – human TAAR1 antagonism. Q96RJ0. CHO RD-HGA16 TAAR1, Fluo-8 calcium fluorescence, antagonist. inhibition, % at 3 µM. 360,000 compounds, 1.5% hits. AID 624466;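 active means inhibition above a per-plate cutoff, the mean inhibition of test compounds on that plate plus 3 SD, cut at about 49% in these data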;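 further: 0% = DMSO plus EC80 beta-PEA response and 100% = DMSO alone without agonist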
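test system = CHO RD-HGA16 cells bearing hTAAR1 | replication = singlicate | controls = DMSO-only wells and EC80 β-PEA-stimulated wells | reagent = EC80 β-phenethylamine stimulus | read-out basis = percent inhibition of PEA-evoked calcium signal, max/basal emission ratio | schedule = seeding 17-24 h prior, 75-min 37 °C, 30-min RT dye loading | signal = kinetic Fluo-8 calcium fluorescence measurement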
CHRM1 antagonist – human CHRM1 antagonism; inhibition, % at 3 µM; 360,000 compounds, 1.3% hits; CHO-K1 hM1, Fluo-8 calcium fluorescence, ACh EC80 antagonist; P11229; AID 588852;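 active means percent inhibition above its own plate's cutoff, namely the mean of that plate's compound wells plus 3 SD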;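 further: peak over basal fluorescence ratio during 140 s after agonist addition; 0% = ACh EC80 plus DMSO and 100% = DMSO alone without agonist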
* hit, by the source's call; nt = not tested or not shown. Hits appear at their usual frequency (roughly 3.7% active in at least one column).

entry	Structure	OXTR potentiate	V1aR counter	TAAR1 ag	OXTR agonist	M1 PAM	CHRM1 antagonist	CHRM1 agonist	CHO parental Ca	TAAR1 antagonist
1	O=C(CCCOc1ccccc1)NCC1CCCO1 (configuration not stated)	-3.9	-0.2	3.8	-0.6	-15.2	19.0	-4.0	2.1	6.7
2	COc1ccc(NC(=O)CSc2nnc(C3CC3)n2C)cc1S(=O)(=O)N1CCCCC1	-5.9	0.8	0.6	1.4	3.7	-3.9	-5.1	14.0	2.1
3	CC1CCN(S(=O)(=O)c2ccc(NC(=O)c3ccccc3F)cc2)CC1	-4.5	6.3	6.6	4.2	-1.5	9.9	-3.3	-11.5	16.6
4	CCNC(=O)CC1SC(=Nc2ccc(Cl)cc2)N(CC)C1=O (configuration not stated)	-5.8	1.3	-0.3	0.2	0.5	4.1	-4.9	-7.9	7.8
5	O=C(OCc1nnc(-c2ccccc2)o1)c1ccc(CO)cc1	-1.6	1.3	1.2	3.1	7.5	-10.6	-2.8	18.5	22.5
6	O=C(N/N=C/c1ccccc1)c1ccco1	-3.5	-0.5	4.9	-1.0	3.0	-0.6	-1.2	-1.3	16.6
7	O=C(CSc1nc(N2CCOCC2)nc(N2CCOCC2)n1)Nc1ccc([N+](=O)[O-])cc1	-7.1	2.8	0.3	0.8	10.0	-9.1	1.7	-13.7	-5.3
8	O=C(NC1CCCCC1)C1CC(O)CN1C(=O)OCc1ccccc1 (configuration not stated)	-13.0	-0.7	7.2	-1.3	2.1	-4.6	-3.9	-21.6	6.1
9	O=C(NCc1ccco1)C1CCCN(S(=O)(=O)c2cccc3nsnc23)C1 (configuration not stated)	-16.3	0.2	3.4	-0.1	-2.6	-2.2	-3.5	2.6	20.4
10	COc1ccccc1CN1CCNC(=O)C1CC(=O)N(C)Cc1ccon1 (configuration not stated)	-2.2	0.9	8.6	1.3	9.9	-8.6	-5.6	-0.6	-2.5
11	CN(C)c1ccc(-c2[nH][nH]c(=O)c2NC(=O)c2ccccn2)cc1	nt	nt	1.3	nt	-3.0	-8.7	-2.6	nt	-6.8
12	Clc1ccccc1CNCc1ccc2c(c1)OCO2	nt	nt	0.1	nt	7.4	-9.5	-5.6	nt	12.2
13	NC(=O)C1(N2CCCCC2)CCN(C(=O)NC2CCCCC2)CC1	-13.5	0.7	-2.0	0.0	7.7	-8.0	-5.6	-13.3	-23.5
14	O=C(NNC(=S)NC1CC2C=CC1C2)c1cccnc1 (configuration not stated)	-3.3	0.4	2.2	0.3	9.1	9.2	-0.3	-19.6	1.2
15	O=C(CNC(=O)c1ccc(Br)o1)OCc1ccc(Br)cc1	-2.9	8.9	3.3	6.5	9.6	-11.1	-5.9	-14.4	1.8
16	CC1CC(C)CN(C(=O)Cn2c(=O)n(CCCCC(=O)NCc3ccco3)c(=O)c3ccccc32)C1 (configuration not stated)	-7.6	-1.1	3.0	-1.0	7.8	0.4	-3.9	-8.4	-8.6
17	CCCCCN1CC(=O)N2[C@@H](Cc3c([nH]c4ccccc34)C2(C)C)C1=O	-14.7	4.0	18.1	1.4	7.6	-6.1	-3.2	-34.5	35.8
18	CCOC(=O)c1c(C)nc(-c2ccccc2)nc1NC(C)=O	5.1	0.0	16.6	-0.3	3.2	4.8	-2.9	-7.0	2.5
19	COc1ccccc1OCCC(=O)OCC(=O)Nc1ccc(Br)cc1F	-16.0	0.0	-1.9	-0.9	3.3	1.1	-4.2	-15.0	7.4
20	COc1cc(/C=C/C(=O)O)cc(S(=O)(=O)Nc2ccc3c(c2)OCO3)c1OC	-11.5	1.1	-0.1	0.3	5.8	-3.7	-3.0	9.0	-21.3
21	O=C(NCc1nc2ccccc2[nH]1)c1ccc(S(=O)(=O)N2CCCC2)cc1	-5.4	0.0	6.3	0.3	2.2	-10.1	-7.0	-10.1	-4.1
22	COc1cccc(C(=O)c2sc(NC(C)C)nc2N)c1	2.8	-1.7	9.3	-3.0	-2.0	3.2	-3.1	-18.3	0.4
23	Cc1ccc(C(=O)NC2CC(C)(C)NC(C)(C)C2)cc1S(=O)(=O)N1CCOCC1	nt	nt	4.2	nt	-1.6	6.5	-2.9	nt	-33.0
24	Cc1ccc(-c2nc(-c3ccncc3)no2)c(Cl)c1	-8.1	4.1	2.2	-1.7	2.0	-15.4	-6.7	-17.6	-22.8
25	COc1ccc(CN2CCNC(=O)C2CC(=O)N2CCc3ccccc3C2)c(OC)c1 (configuration not stated)	-9.1	0.9	17.3	-0.5	5.5	-8.4	-6.4	-30.5	-7.3
26	COc1cc(CNC2CCCCCC2)cc(OC)c1OC	-6.5	-0.3	8.0	-0.3	4.2	-8.6	-6.4	-19.6	-2.2
27	CCOc1ccc(-n2cnc3sc4c(c3c2=O)CCCC4)cc1	-6.9	-1.3	5.6	-2.5	8.3	-5.8	-5.5	-21.8	11.5
28	CCN(c1ccccc1)S(=O)(=O)c1cc(NC(=O)C2CC2)ccc1Cl	1.5	0.1	1.9	0.5	10.7	-7.5	-2.7	-8.9	-10.4
29	Cc1ccc(S(=O)(=O)Oc2cccc(N3C(=O)C4CC=CCC4C3=O)c2)cc1 (configuration not stated)	-4.0	4.5	14.2	6.0	9.6	-7.3	-2.3	-6.6	17.6
30	COc1ccccc1NC(=O)N1CCN(c2ccccc2F)CC1	-8.9	0.6	4.1	0.6	1.4	-0.1	-2.8	1.6	8.4
31	C=CCN1C(=O)C2(OCCCO2)c2c(C)ccc(C)c21	-2.2	-0.6	3.9	0.7	7.9	-20.4	3.9	-2.4	-16.2
32	COc1cc2c(cc1OC)C1=C(C#N)CC/C(=N\S(=O)(=O)c3cccc(Cl)c3)N1CC2	-2.5	0.1	4.7	-0.1	3.9	-3.9	-5.3	-10.1	25.2
33	FC(F)(F)c1cc(-c2ccco2)nc(NCc2ccc(Cl)cc2)n1	-13.1	1.2	17.1	0.7	6.9	-9.1	-1.9	-7.9	-2.5
34	Cc1ccc(/C=N/n2c(-c3cccs3)n[nH]c2=S)cc1	-12.7	-1.3	-2.9	-2.9	3.0	-9.4	-5.3	-1.4	-20.8
35	CS(=O)(=O)c1ccc(Cl)c(NC(=O)c2ccc(-n3cncn3)c([N+](=O)[O-])c2)c1	nt	nt	2.3	nt	7.1	-10.3	-2.3	nt	-12.5
36	CCCC12CN3CC(CCC)(CN(C1)C3C(O)C(O)C(O)CO)C2=O (configuration not stated)	-4.8	-0.3	4.1	0.5	12.1	-15.1	1.6	-6.0	7.3
37	CN(C)S(=O)(=O)N1CCN(S(=O)(=O)c2ccc3ccccc3c2)CC1	-8.8	7.3	4.9	4.5	-8.4	12.1	-2.0	-18.2	10.4
38	O=C(NCc1ccc(F)cc1)C(c1ccco1)N(C(=O)c1csnn1)C1CC1 (configuration not stated)	-0.5	0.3	1.2	0.7	-1.1	8.3	-1.6	-17.4	4.1
39	C=C[C@H]1[C@H](O[C@@H]2O[C@H](CO)[C@@H](O)[C@H](O)[C@H]2O)OC=C2C(=O)OCC[C@]21O	2.1	0.5	14.2	0.7	-1.3	5.8	-2.1	-4.7	12.3
40	CCC(C(=O)Nc1sc(C(N)=O)c(C)c1C(=O)OC)c1ccccc1 (configuration not stated)	-3.1	-1.4	6.3	-2.1	3.2	-0.8	0.2	-22.8	-18.6
41	CC(Oc1ccc(F)cc1)C(=O)N(CCC1=CCCCC1)c1c(N)n(Cc2ccccc2)c(=O)[nH]c1=O (configuration not stated)	-2.6	-0.1	0.7	-0.5	2.7	-6.9	-3.4	-29.3	-21.6
42	Cc1sc2ncnc(N3CCOCC3)c2c1C	-1.3	1.1	11.0	1.9	-0.5	-4.5	-0.6	-9.2	-8.7
43	Cc1nc(-n2[nH]c3c(c2=O)CCCC3)[nH]c(=O)c1Cc1ccccc1	-13.0	5.7	9.9	3.5	-2.2	12.7	0.8	33.1	15.7
44	C=CCn1c(SCC(=O)Nc2nc3ccccc3s2)nnc1-c1ccccc1O	-13.9	8.4	14.6	13.7	-10.1	14.4	-0.9	-10.0	23.6
45	COc1ccc(CC/C(C)=N\NC(N)=O)cc1	4.8	1.3	5.8	-0.5	1.7	-0.4	-5.3	3.2	2.5
46	O=C(c1ccccc1)N(Cc1ccco1)C1CCS(=O)(=O)C1 (configuration not stated)	1.1	-0.7	11.9	-0.2	-2.3	4.1	-2.7	-5.4	-3.7
47	O=C(CC1C(=O)NCCN1Cc1ccccc1)NC1CCCCCC1 (configuration not stated)	-10.8	0.5	-0.3	0.3	-5.2	17.2	-1.4	-9.1	-21.1

One compound at a time (already shown).
C=CCn1c(SCC(=O)Nc2nc3ccccc3s2)nnc1-c1ccccc1O reads OXTR potentiate = -13.9; V1aR counter = 8.4; TAAR1 ag = 14.6; OXTR agonist = 13.7; M1 PAM = -10.1; CHRM1 antagonist = 14.4; CHRM1 agonist = -0.9; CHO parental Ca = -10.0; TAAR1 antagonist = 23.6
C=CCN1C(=O)C2(OCCCO2)c2c(C)ccc(C)c21 reads OXTR potentiate = -2.2; V1aR counter = -0.6; TAAR1 ag = 3.9; OXTR agonist = 0.7; M1 PAM = 7.9; CHRM1 antagonist = -20.4; CHRM1 agonist = 3.9; CHO parental Ca = -2.4; TAAR1 antagonist = -16.2

Compound activity as filed in PubChem.
